Ins promoter up = MIN6 insulin promoter up-regulation; MIN6 insulin promoter-GFP reporter, high-content imaging; hits give high values; z-score at 5 µM; 0.3% of 190,000 active; AID 1625;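 active means z-score above 3 at 5 µM with at least 500 cells counted in the well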
PMI inhibition = human PMI inhibitors, high substrate, primary screen, biochemical, fluorescence intensity, high mannose 6-phosphate (AID 1220); recombinant PMI enzyme, coupled fluorescence intensity; higher % means a stronger effect; inhibition, % at 20 µM, or IC50 in µM where a hit was titrated; 0.66% of 190,000 active
b-catenin transl = alters nuclear translocation of beta-catenin in HeLa cells | immunofluorescence imaging | nuclear translocation activity, % at 5 µM | 0.3% of 190,000 active | AID 1665;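 active means nuclear translocation activity above 50% at 5 µM, with a well cell count of 50 or more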;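 further: per-cell ratio of nuclear to cytoplasmic median beta-catenin stain intensity; plate controls were DMSO negative control for no effect and GSK-3 inhibitor IX positive control for full effect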
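test system = HeLa cells, endogenous beta-catenin | dosing = single 5 µM dose plus 0.02–20 µM confirmation series | times = compound treatment 24 h, 37°C, 5% CO2 | technique = beta-catenin immunofluorescence imaging with DAPI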
T cell HTS = T cell immune modulation candidate; 2C CD8+ T cell-vesicle binding, flow cytometry; hits give low values; calls only at 7 µM; 0.068% of 330,000 active; AID 2052;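 active means response, share of CD8 T cells binding vesicles, and their 90th percentile fluorescence all below set limits, cut at about 80% in these data, passing the limit was not always enough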
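Incubation: binding step 1.5 h, 37 °C, antibody labelling 20 min, ice; system: murine 2C transgenic CD8+ T lymphocytes; technique: cytometric PE anti-B7-1 and Alexa647 anti-CD8 signals after 1% paraformaldehyde fixation; also added: QL9-charged Drosophila Ld/ICAM-1/B7-1 vesicles; control set: naked versus QL9-loaded vesicles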
Lipid droplet = modulators of hepatic lipid droplet formation; AML12 mouse hepatocytes, oleate lipid droplets, BODIPY imaging; inhibition, % at 6.5 µM; 0.4% of 240,000 active; AID 1656;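 active means lipid droplet intensity inhibited by at least 50%, with more than 500 cells counted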
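System: AML12 hepatocytes (mouse). Probe or stimulus: oleic acid at 100 µM to induce lipid droplet formation. Times: overnight treatment with compound plus oleate. Detection: Image-based BODIPY and DAPI two-channel analysis. Evaluation: percent inhibition of filter-corrected integrated lipid droplet intensity per well.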
MT stabilizer = microtubule stabilization, imaging screen; AID 2205; HeLa tubulin immunostaining HCS, 24 h; share of cells brighter than vehicle mean+2SD; % tubulin-high responders, % at 10 µM; 0.83% of 200,000 active;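 active means plate Z-score above 3 for both tubulin-high and condensed-nucleus cell shares, with cell loss under 80%, at 10 µM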;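 further: anti alpha tubulin signal scored within the nucleus-defined area of each cell; some results filed as inactive read as strong as hits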
Autophagy HCS = modulators of autophagy. calls only at 10 µM (by protocol). 0.98% of 190,000 active. MEF GFP-LC3 puncta imaging; test concentration mostly 10 µM;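 active means percentage of spot-positive cells more than 3 SD above its plate mean, without a fluorescence outlier flag or 80% toxicity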;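 further: spot-positive cell cutoff set from DMSO-treated cells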
TNAP activation fold = human TNAP enzyme activators, primary screen, biochemical, luminescent, no phosphate acceptor, uHTS (AID 1001); purified TNAP, luminescent activation assay, no phosphate acceptor; higher activation fold means a stronger effect; activation fold at 20 µM; hits with a dose series show EC50 in µM; 0.03% of 200,000 active; in the data active means activation fold from about 3, or a potency from the dose series; inactive means the rest, 99 in 100 with activation fold below about 1.6; further: many of its hits are not listed in these tables
PMI inhibitors = inhibitors of human PMI, primary screen, biochemical, fluorescence intensity, coupled assay (AID 1209); purified PMI enzyme, coupled fluorescence intensity; higher % means a stronger effect; inhibition, % at 20 µM; hits with a dose series show IC50 in µM; 0.42% of 190,000 active;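 further: plate controls were DMSO vehicle for no effect and wells lacking substrate for full effect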
Ins promoter up cell count = recorded beside Ins promoter up, whose call it bears; cell count; measured here: cytotoxicity, nuclei count;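 total cells summed across four imaged fields per well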
Lipid droplet cells 6.5 µM = recorded beside Lipid droplet, whose call it bears; cell count; measured here: cell count, cytotoxicity flag;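 cells counted across two imaged fields per well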
b-catenin transl cell count 5 µM = also measured in b-catenin transl; calls as there; cell count; measured here: cell count, cytotoxicity flag
T cell HTS vesicle-bound % = recorded beside T cell HTS, whose call it bears; double positive events, %; measured here: CD8+ vesicle-bound cell fraction;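 binding gate set so that unloaded-vesicle control wells show 10% double positive cells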
MT stabilizer Hoechst-high % = recorded beside MT stabilizer, whose call it bears; % Hoechst-high responders; measured here: nuclear condensation Hoechst responders;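 share of cells brighter than vehicle mean plus two SD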
MT stabilizer cytotoxicity % = second read-out of MT stabilizer, no call of its own (marks repeat the call); toxicity, %; measured here: cytotoxicity by cell density;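 0% = mean cell density of plate MIN control wells and 100% = no cells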
Autophagy HCS cell loss 18 h = recorded beside Autophagy HCS, whose call it bears; toxicity, %; measured here: cell loss, nuclei count;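 cell loss after 18 h compound exposure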
* = called active by the depositor; i = inactive; x = no result given; + = active, no number. Unless noted, no stated cut-off is given here; in the data, active means inhibition above about 50%; inactive means the rest.

no.	smiles	Ins promoter up	Ins promoter up cell count	PMI inhibition	b-catenin transl	b-catenin transl cell count 5 µM	T cell HTS	T cell HTS vesicle-bound %	Lipid droplet
1	CCc1nnc(NC(=O)CC(CN(C)S(=O)(=O)c2ccccc2)c2ccccc2)s1 (stereo not given)	-0.53	1748	8.8%	2.4	1081	i	40.8	20.5
2	COCCOc1cc(NC(=O)c2ccccc2)c(Cl)cc1Cl	0.31	1228	-7.6%	-3.4	1065	i	31.9	-13.9
3	CC1CN(C(=O)CN2C(=O)c3ccccc3S2(=O)=O)CC(C)O1 (stereo not given)	0.46	1065	-4.3%	0.2	767	i	42.5	x
4	CCCCNC(=O)N1CCOCCOCCN(C(=O)NCCCC)CCOCCOCC1	-0.13	1337	2.2%	-0.1	1120	i	1.1	-3.5
5	Cc1ccc(C)c(NS(=O)(=O)c2cc(C(=O)Nc3ccccc3-c3ccccc3)ccc2C)c1	-0.39	1501	9.2%	1.7	1289	i	54.7	x
6	COc1ccc(/C=C(\C#N)C(=O)OCC(=O)Nc2c(C)cccc2C(C)C)cc1	3.36*	1092*	3.0%	-1.6	921	i	26.0	-1.6
7	COc1ccc([N+](=O)[O-])cc1N(CC(O)CN(CC(C)C)CC(C)C)S(=O)(=O)c1ccc(C)cc1 (stereo not given)	0.3	984	x	-0.6	1433	i	50.0	11.0
8	Cc1nn(Cc2ccc(C(=O)Nc3ccc(C(=O)OC(C)C)cc3)o2)c(C)c1Cl	-2.13	1196	6.4%	0.1	944	i	34.5	5.4
9	CC1(C)Cc2c(sc3c2c(=N)n(Cc2ccco2)c(=O)n3CC(=O)Nc2ccccc2)CO1	0.18	939	-1.5%	-4.3	1144	i	42.0	-2.4
10	COC(=O)CCC(=O)NC(=S)Nc1ccccc1F	0.18	1605	-4.6%	0.4	1091	i	24.3	-0.5
11	O=C(c1cnc2n(c1=O)CCS2)N1CCN(C(c2ccccc2)c2ccc(Cl)cc2)CC1 (stereo not given)	-0.69	1042	7.0%	-1.4	1090	i	38.3	x
12	COC(=O)c1ccc(NC(=O)CN2CCCC2)cc1	0.05	1235	-1.1%	x	x	i	34.6	-3.0
13	CCn1c(Cc2ccccc2)nnc1SCC(=O)NC1CC1	x	x	-11.1%	-0.3	1134	i	25.8	-2.6
14	COc1cc(OC)c(OC)cc1CN1CCN(c2ccc(F)cc2)CC1	-0.84	1094	x	0.9	1333	i	43.0	-6.3
15	Cc1cc(C)c2nc(-c3ccccn3)cc(C(=O)NCc3cc(C)n(C)n3)c2c1	-0.36	1530	7.4%	0.1	1513	i	34.9	x

no.	Lipid droplet cells 6.5 µM	MT stabilizer	MT stabilizer Hoechst-high %	MT stabilizer cytotoxicity %	Autophagy HCS	Autophagy HCS cell loss 18 h	TNAP activation fold	PMI inhibitors
1	648	7.1	1.1	4.2	x	x	1.1	9.7%
2	652	3.6	3.1	4.9	i	9.0	1	-3.1%
3	x	3.0	2.4	4.0	i	-1.1	1	-9.7%
4	715	1.9	1.2	1.8	i	-0.1	1.1	3.7%
5	x	1.6	0.9	5.7	i	6.5	1	11.0%
6	587	2.5	1.7	8.5	i	3.2	1.1	13.0%
7	756	x	x	x	x	x	x	x
8	750	2.4	3.1	8.0	i	-3.8	1	12.3%
9	702	6.3	3.1	5.6	i	1.9	1	8.6%
10	648	3.8	2.9	4.1	i	-32.1	1.1	2.9%
11	x	0.8	1.7	0.6	x	x	1.1	7.0%
12	657	2.0	0.2	21.0	i	-2.4	1.1	-1.3%
13	715	3.3	2.3	6.4	i	0.6	1.1	-10.0%
14	754	x	x	x	x	x	x	x
15	x	3.5	3.5	3.8	i	9.8	1	6.2%

Later entries.
no.	smiles	Ins promoter up	Ins promoter up cell count	PMI inhibition	b-catenin transl	b-catenin transl cell count 5 µM	T cell HTS	T cell HTS vesicle-bound %	Lipid droplet
16	O=S(=O)([N-]c1nc2ccccc2nc1-n1cc[n+](Cc2ccccc2)c1)c1ccc(Br)cc1	0.77	1140	x	1.1	1297	i	5.8	-9.4
17	CSCCC(NC(=O)c1ccco1)C(=O)NCc1ccc(F)cc1 (stereo not given)	-0.06	892	0.2%	-4.6	1189	i	33.2	4.6
18	CCOC(=O)c1sc2nc(CSc3ccccc3)nc(N3CCC(C(N)=O)CC3)c2c1C	-1.09	1352	7.7%	0.0	1099	i	29.4	2.7
19	Cc1ccc(C2NC(=O)c3c(sc4c3CCN(C)C4)N2)o1 (stereo not given)	0	932	10.7%	0.0	1170	i	38.5	x
20	CCOC(=O)c1c(C)oc2c1C(=O)c1ccccc1C2=O	-1.66	1417	-16.2%	-0.9	1046	i	56.5	17.5
21	COc1ccc(N/C(N)=N/c2nc(CSc3ccc(C)cc3)cc(=O)[nH]2)cc1	x	x	7.2%	2.6	1190	i	36.3	x
22	COc1ccc(NC(=O)CN2CCN(C3c4ccccc4-c4ccccc43)CC2)cc1	-1.99	1005	2.0%	0.1	1448	i	35.9	x
23	O=c1[nH]c2ccccc2n2cnnc12	0.11	1191	-5.9%	-0.4	1073	i	54.6	5.5
24	Cc1cc(=O)oc(C)c1C(=O)Nc1ccccc1F	-0.76	1049	x	-0.7	1335	i	32.2	6.1
25	O=C(CSc1ncnc2sc3c(c12)CCCCC3)NCc1ccco1	0.18	909	-9.5%	x	x	i	32.8	3.6
26	CC(C)NC(=O)C(=O)NNC(=O)C12CC3CC(CC(C3)C1)C2	0.07	1331	-10.9%	-1.3	1140	i	45.7	-2.4
27	O=C(CSc1ncnc2c1cnn2-c1ccccc1)Nc1ccccc1	0.05	1235	9.1%	x	x	i	21.9	-27.2
28	Cc1ccc2cc(/C=N/NC(=O)c3ccccc3[N+](=O)[O-])c(Cl)nc2c1	-1.85	1093	3.9%	-0.3	1136	i	7.9	-15.4
29	CCOC(=O)C1(CC2CC2)CCN(Cc2ccc(C(=O)OC)cc2)CC1	x	x	x	-0.9	1500	i	25.8	-5.2
30	COc1cccc(OCCOCC(O)CN2CCN(Cc3ccc(Cl)cc3)CC2)c1 (stereo not given)	x	x	-16.8%	0.8	956	i	38.5	-13.4

no.	Lipid droplet cells 6.5 µM	MT stabilizer	MT stabilizer Hoechst-high %	MT stabilizer cytotoxicity %	Autophagy HCS	Autophagy HCS cell loss 18 h	TNAP activation fold	PMI inhibitors
16	698	x	x	x	x	x	x	x
17	745	1.3	0.5	5.9	i	26.0	1.1	1.6%
18	664	1.7	2.4	6.9	i	-5.2	0.9	15.8%
19	x	2.3	3.5	6.7	i	-1.9	0.9	13.0%
20	690	4.6	2.3	10.8	i	10.2	1.3	-48.2%
21	x	3.1	2.0	3.0	i	-5.4	1.1	7.2%
22	x	3.7	1.4	11.4	i	-12.9	1.1	9.7%
23	693	1.6	2.0	10.3	i	0.6	1.1	-5.1%
24	790	x	x	x	x	x	x	x
25	781	36.9	5.3	63.9	+	26.8*	1.1	2.8%
26	699	1.1	2.1	6.0	i	1.5	1.1	-5.9%
27	672	2.5	0.0	82.6	i	5.6	1	2.1%
28	679	2.1	1.5	1.4	i	1.5	1.2	0.3%
29	710	3.3	1.7	9.7	i	-0.3	1.1	x
30	620	2.4	3.0	6.3	i	-3.8	1.1	-21.1%

New compounds follow.
no.	smiles	Ins promoter up	Ins promoter up cell count	PMI inhibition	b-catenin transl	b-catenin transl cell count 5 µM	T cell HTS	T cell HTS vesicle-bound %	Lipid droplet
31	CC(C)[C@H](NC(=O)c1ccccc1)C(=O)OCC(=O)Nc1ccc(Cl)cc1C(F)(F)F	0.51	1759	0.8%	5.2	978	i	36.0	-5.7
32	O/N=C1/CCCCC1c1ccccn1 (stereo not given)	x	x	15.6%	x	x	i	29.9	x
33	COc1cc(C(=O)NC2CCCC2)c(Br)c(OC)c1OC	0.35	1453	-5.3%	3.0	1525	i	58.6	-1.8
34	CN(C)/C=C/C(=O)c1cccc(C(F)(F)F)c1	-0.55	1306	-3.9%	-0.2	1059	i	31.3	0.3
35	Cc1c(C(=O)NC(C(C)C)C(C)C)cccc1[N+](=O)[O-]	0.45	1234	1.6%	-3.3	529	i	49.8	18.0

no.	Lipid droplet cells 6.5 µM	MT stabilizer	MT stabilizer Hoechst-high %	MT stabilizer cytotoxicity %	Autophagy HCS	Autophagy HCS cell loss 18 h	TNAP activation fold	PMI inhibitors
31	634	3.3	3.0	7.2	i	3.6	1	10.6%
32	x	4.9	1.5	10.4	i	-3.5	1.1	11.6%
33	734	5.1	1.3	17.8	i	4.5	1.1	-2.0%
34	716	1.6	2.1	4.2	i	-0.8	1.1	-4.1%
35	615	2.4	1.5	9.1	i	-1.9	1.1	-0.7%
